SNCA viab count = counter-screen for SNCA expression inhibitors: cell viability | HEK-293-SNCA-luc viability, GF-AFC fluorescence, 24 h | Potency, µM (doses to about 57.1 µM), for the others: top-dose activity change, negative = cytotoxicity, actives largely listed as cytotoxic | 150,000 tested, 0.12% active | AID 1671193;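 also: potency is read from the fitted curve at half-maximal effect; 0% = DMSO-treated cells and -100% = medium-only wells without cells; nearly all actives have a fitted effect of over 30% in size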
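Cytotoxicity counterscreen: after 24 h compound treatment of genome-edited SNCA-luciferase HEK-293 cells, live-cell protease substrate GF-AFC read by fluorescence after 30 min; activity scaled between DMSO (0%) and medium-only (-100%), curves Hill-fitted.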
3T3 cytotox = kills NIH 3T3 cells; NIH 3T3 viability, CellTiter-Glo ATP luminescence, 48-72 h; Potency, µM (series often up to 96.7 µM), for inactives: at the highest dose activity change, negative = cytotoxicity, hits mostly inhibitors; 94,000 tested, 4.3% active; also: potency is read from the fitted curve at half-maximal effect; nearly all actives have a fitted effect of over 55% in size
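Cytotoxicity was measured by CellTiter-Glo ATP luminescence after 48 or 72 h compound exposure at 37 °C. Mouse NIH 3T3 fibroblasts were seeded at 400 cells/well and dosed by 23 nL pin transfer.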
IP6K1 inhibitor = IP6K1 kinase inhibition; Q92551; IP6K1 kinase, ADP-Glo luminescence, 2 h; stronger effect = lower value; activity change, % (series mostly up to about 58 µM); 140,000 tested, 0.81% active; in the data active = activity change below about -25%
Target sequence (Q92551 whole entry, looked up): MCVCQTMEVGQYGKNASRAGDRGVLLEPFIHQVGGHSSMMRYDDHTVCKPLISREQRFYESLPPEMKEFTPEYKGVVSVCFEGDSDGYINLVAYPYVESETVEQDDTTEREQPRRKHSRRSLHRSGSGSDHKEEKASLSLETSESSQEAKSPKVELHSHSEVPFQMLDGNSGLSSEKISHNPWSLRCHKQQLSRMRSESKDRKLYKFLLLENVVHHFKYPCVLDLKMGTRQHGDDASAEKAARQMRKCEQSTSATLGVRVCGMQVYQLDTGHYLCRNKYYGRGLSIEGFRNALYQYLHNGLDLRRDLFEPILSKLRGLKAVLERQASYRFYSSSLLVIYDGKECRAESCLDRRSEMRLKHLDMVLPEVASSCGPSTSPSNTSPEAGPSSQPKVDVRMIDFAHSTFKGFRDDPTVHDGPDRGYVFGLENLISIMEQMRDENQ
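ADP-Glo luminescence measures ADP made by human IP6K1 during a 2 h RT reaction with ATP/IP6 (mix at 1.3 mM/130 uM); top library doses 57.5 and 19.1 uM final.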
FLuc inh = blocks purified firefly luciferase enzyme activity | purified P. pyralis luciferase, luminescence, biochemical | Potency, µM (titrated, usually from 115 µM), for the others: at the top dose activity change, negative = inhibition, most hits filed as inhibitors | 76,000 tested, 2.5% active | AID 1347043; also: potency is read from the fitted curve at half-maximal effect; nearly all actives have a fitted effect of over 65% in size
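Luminescence read by CCD imager after adding enzyme (10nM final) to wells holding compound, titrated in qHTS. Substrates 10uM each D-luciferin and ATP; buffer 50mM Tris acetate pH 7.5, 10mM Mg acetate, Tween-20, BSA.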
SNCA expr inh = reduces expression of the alpha-synuclein gene; Potency, µM (series often up to 57.2 µM), for the others: at the highest dose activity change, negative = inhibition, actives largely listed as inhibitors; AID 1671194; HEK-293 SNCA-luciferase knock-in, luminescence, 24 h; 140,000 tested, 0.17% active;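 also: potency is read from the fitted curve at half-maximal effect; plate controls were DMSO cells for no effect and cell-free wells for full effect; nearly all actives have a fitted effect of over 45% in size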
GPT2 inhibitor = blocks human glutamate pyruvate transaminase 2; Q8TD30; Recombinant GPT2, coupled pyruvate oxidase/HRP Amplex Red fluorescence; Potency, µM (titrated, usually from 57.7 µM), without a hit: at the highest dose activity change, negative = inhibition, most hits filed as inhibitors; 100,000 tested, 0.25% active; AID 1671188; also: potency is read from the fitted curve at half-maximal effect; nearly all actives have a fitted effect of over 60% in size; many of its hits are not listed in these tables
Target sequence (Q8TD30 whole entry, looked up): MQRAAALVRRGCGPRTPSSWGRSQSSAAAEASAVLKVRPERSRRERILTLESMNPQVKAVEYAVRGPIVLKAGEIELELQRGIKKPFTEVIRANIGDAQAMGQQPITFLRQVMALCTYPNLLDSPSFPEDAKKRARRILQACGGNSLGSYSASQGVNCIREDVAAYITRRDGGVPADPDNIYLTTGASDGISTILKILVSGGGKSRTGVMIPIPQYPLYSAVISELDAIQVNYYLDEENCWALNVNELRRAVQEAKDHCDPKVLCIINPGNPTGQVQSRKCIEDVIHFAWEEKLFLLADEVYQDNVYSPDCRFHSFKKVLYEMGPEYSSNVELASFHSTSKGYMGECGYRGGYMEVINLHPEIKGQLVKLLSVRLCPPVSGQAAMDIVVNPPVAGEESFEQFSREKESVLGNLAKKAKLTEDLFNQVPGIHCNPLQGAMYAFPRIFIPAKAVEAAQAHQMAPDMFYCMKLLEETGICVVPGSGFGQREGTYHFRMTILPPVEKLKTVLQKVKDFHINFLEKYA
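Fluorescence of coupled pyruvate oxidase/HRP/Amplex Red system (50uM Amplex, 30 min, dark) reports pyruvate formed by GPT2. Enzyme reaction: 10ng/uL GPT2, 2mM L-alanine, 250uM a-KG, 30 min room temperature, pH 7.5; 50uM AOA control.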
HEK cytotox = HEK 293 cell cytotoxicity; HEK 293 viability, ATP luminescence (CellTiter-Glo), 48-72 h; Potency, µM (series often up to 115 µM), for the others: at the highest dose activity change, negative = cytotoxicity, actives largely listed as inhibitors; 94,000 tested, 6.6% active; also: potency is read from the fitted curve at half-maximal effect; nearly all actives have a fitted effect of over 60% in size
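Cells seeded first (HEK 293, 250 cells/well), then compound added by pintool. Incubation ran 48 or 72 hr at 37 degree Celsius. CellTiter-Glo was added and luminescence imaged after 10 min at room temperature.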
An asterisk follows results filed as active; [ ] = another dose, or the depositor's remark. Unless noted, calls follow the shape of the dose curve; as a rule, active = well fitted curve in the direction sought with a large enough effect; inconclusive = small, poorly fitted or top-dose-only effect, or another doubt; inactive = no such curve, though single readings can be large; an effect the other way counts as inactive or inconclusive. Unless noted, % is scaled to controls: 0 for no effect and ±100 for the full control effect. The list is partial. The share of hits here may be higher or lower than overall.

Results for CSc1ccc(CNC(=O)Cc2csc3ccccc23)cc1 ?
SNCA viab count: inconclusive; IP6K1 inhibitor: 5; SNCA expr inh: 29%

What do the screens show for `O=C(Cn1nc2c(cc1=O)CCCCC2)NCCn1cnc2ccccc2c1=O`?
SNCA viab count: -1%; 3T3 cytotox: 2%; IP6K1 inhibitor: 21; FLuc inh: -3%; SNCA expr inh: -2%; GPT2 inhibitor: 4%; HEK cytotox: 24%

How did CCc1cc(C(=O)N2CCCC(c3nnc(Cn4ccnc4)n3C)C2)ccn1 (stereo not drawn) do in these assays?
SNCA viab count: inconclusive; 3T3 cytotox: 0%; IP6K1 inhibitor: -8; FLuc inh: -3%; SNCA expr inh: -1%; GPT2 inhibitor: inactive; HEK cytotox: -6%

How did COCCN1CCC(N2CCN(S(=O)(=O)c3ccccc3C)CC2)C1=O (stereo not drawn) do in these assays?
SNCA viab count: 4%; 3T3 cytotox: 1%; IP6K1 inhibitor: 11; FLuc inh: -5%; SNCA expr inh: -11%; GPT2 inhibitor: -12%; HEK cytotox: -2%

Results for O=C(NCc1nnc2ccc(-c3ccccc3)nn12)c1ccccn1 ?
SNCA viab count: 5%; 3T3 cytotox: -12%; IP6K1 inhibitor: 34; FLuc inh: 0%; SNCA expr inh: 14%; GPT2 inhibitor: inactive; HEK cytotox: -18%

What do the screens show for `Cc1cc2c(n1-c1ccc(C(=O)NCc3ccccc3Cl)cc1)CCCC2`?
SNCA viab count: -10%; IP6K1 inhibitor: 6; SNCA expr inh: -26%

Results for CNS(=O)(=O)c1ccc(CN(CCOC)Cc2ccc(C)cc2)cc1 ?
SNCA viab count: 3%; 3T3 cytotox: inconclusive; IP6K1 inhibitor: -7; FLuc inh: -3%; SNCA expr inh: -9%; GPT2 inhibitor: 4%; HEK cytotox: inconclusive

What do the screens show for `COc1ccc(Nc2ccnc(N3CCC(C(=O)N4CCN(C(C)=O)CC4)CC3)n2)cc1`?
SNCA viab count: 4%[12.5 µM]; 3T3 cytotox: -9%; IP6K1 inhibitor: -6; SNCA expr inh: 1%; GPT2 inhibitor: 4%; HEK cytotox: 4%

Results for Cc1cc(NC2CCCCC2)nc(-n2nc(C)cc2C)n1 ?
SNCA viab count: -15%; SNCA expr inh: -28%; GPT2 inhibitor: -9%

How did CC(=O)N1CCCc2cc(S(=O)(=O)N3CCCC(C(=O)Nc4ccc(C)c(C)c4)C3)ccc21 (stereo not drawn) do in these assays?
SNCA viab count: -1%; IP6K1 inhibitor: -4; SNCA expr inh: 1%

What do the screens show for `COc1cccc(NC(=O)c2ccc3c(c2)NC(C)(CCCCN2CCOCC2)CO3)c1` (stereo not drawn)?
SNCA viab count: 10%[87.6 µM]; 3T3 cytotox: -30%[138 µM]; IP6K1 inhibitor: -11; FLuc inh: inconclusive; SNCA expr inh: 26%[87.6 µM]; GPT2 inhibitor: inconclusive; HEK cytotox: inconclusive

What do the screens show for `CCN1C(=O)CCc2cc(NC(=O)c3ccc(OC)cc3C)ccc21`?
SNCA viab count: -3%; 3T3 cytotox: inconclusive; IP6K1 inhibitor: 21; FLuc inh: 25µM*; SNCA expr inh: 10%; GPT2 inhibitor: 5%; HEK cytotox: 71µM*

How did Cc1ccc2c(c1)c1c3n2CCN(C(=O)c2cccc(C(F)(F)F)c2)C3CCC1 (stereo not drawn) do in these assays?
SNCA viab count: 13%; IP6K1 inhibitor: -2; SNCA expr inh: -2%

How did Cc1ccc(CN2C(=O)OC(c3cccc(NC(=O)c4ccccc4)c3)C2C(=O)NCCC(C)C)cc1 (stereo not drawn) do in these assays?
SNCA viab count: inconclusive; 3T3 cytotox: inconclusive; IP6K1 inhibitor: 5; FLuc inh: -35%; SNCA expr inh: -33%; GPT2 inhibitor: -22%; HEK cytotox: inconclusive

How did CCc1ccc(NC(=O)CCn2c(=O)c3cccn3c3ccccc32)cc1 do in these assays?
SNCA viab count: -1%; IP6K1 inhibitor: 3; SNCA expr inh: -12%

What do the screens show for `CCN(CC)C(=O)Cn1c(=O)n(-c2ccc(C)c(C)c2)c(=O)c2c3c(sc21)CCCCC3`?
SNCA viab count: -27%; IP6K1 inhibitor: -13; SNCA expr inh: -5%

How did O=C(c1ccc2c(c1)N(Cc1cccc(Cl)c1)C(=O)c1ccccc1S2(=O)=O)N1CCCCC1 do in these assays?
SNCA viab count: inconclusive; IP6K1 inhibitor: -8; SNCA expr inh: -25%

How did COc1ccccc1N1CCN(C(=O)C[C@@H]2CCNC[C@@H]2Cc2cc(COc3ccccc3)on2)CC1 do in these assays?
SNCA viab count: -13%; 3T3 cytotox: inconclusive; IP6K1 inhibitor: 5; FLuc inh: 2%; SNCA expr inh: inconclusive; GPT2 inhibitor: 4%; HEK cytotox: inconclusive

How did CC(=O)Nc1ccc(CN2CCC[C@H]2c2nc(-c3ccnc(N4CCC(C(N)=O)CC4)c3)no2)cc1 do in these assays?
SNCA viab count: 4%; 3T3 cytotox: -2%; IP6K1 inhibitor: 13; FLuc inh: -7%; SNCA expr inh: 15%; GPT2 inhibitor: -28%; HEK cytotox: inconclusive

How did O=C(Nc1ccc(Oc2ccccc2)cc1)O[C@@H]1CO[C@H]2[C@@H]1OC[C@@H]2n1nnnc1-c1ccc(-c2ccccc2)cc1 do in these assays?
SNCA viab count: 2%; 3T3 cytotox: -16%; IP6K1 inhibitor: -3; FLuc inh: 12%; SNCA expr inh: -5%; GPT2 inhibitor: -8%; HEK cytotox: inconclusive

What do the screens show for `Cc1ccc(N2CC(NC(=O)C3CCCC3)CC2=O)cc1C` (stereo not drawn)?
SNCA viab count: 0%; IP6K1 inhibitor: 11; SNCA expr inh: -11%

What do the screens show for `COc1ccc(CC(=O)Nc2nc3c(s2)CC(C)CC3)cc1` (stereo not drawn)?
SNCA viab count: 14%; IP6K1 inhibitor: -15; SNCA expr inh: 92%[activator]

Results for Cc1ccc([S+](=O)([O-])N2CCc3nc(-c4ccc(Cl)cc4)nc(-c4ccccc4)c3C2)cc1 ?
SNCA viab count: 13%; 3T3 cytotox: -13%; IP6K1 inhibitor: -2; FLuc inh: 28µM*; SNCA expr inh: 135%[activator]; GPT2 inhibitor: 5%; HEK cytotox: inconclusive

Results for Cn1cc(-c2ccncc2)cc1C(=O)N1CCN(c2ccc(F)cc2)CC1 ?
SNCA viab count: 1%; 3T3 cytotox: inconclusive; IP6K1 inhibitor: 1; FLuc inh: 3%; SNCA expr inh: -19%; GPT2 inhibitor: -13%; HEK cytotox: inconclusive

Results for Cc1ccc(S(=O)(=O)N2CCCC(CCC(=O)NCc3ccccc3)C2)cc1 (stereo not drawn) ?
SNCA viab count: 5%; 3T3 cytotox: inconclusive; IP6K1 inhibitor: -3; FLuc inh: -8%; SNCA expr inh: 1%; GPT2 inhibitor: 0%; HEK cytotox: inconclusive

Results for O=C(c1ccccc1)N1CCC2(CC1)CN[S+](=O)([O-])c1cccnc1O2 ?
SNCA viab count: -2%; 3T3 cytotox: inactive; IP6K1 inhibitor: 7; SNCA expr inh: -3%; GPT2 inhibitor: 1%; HEK cytotox: inactive

How did O=C(c1ccc(C(F)(F)F)cc1)N1CCC(Oc2ncccc2C(=O)N2CCCCC2)C1 (stereo not drawn) do in these assays?
SNCA viab count: 8%; 3T3 cytotox: -23%; IP6K1 inhibitor: 3; FLuc inh: -8%; SNCA expr inh: -6%; GPT2 inhibitor: 2%; HEK cytotox: -23%

Results for O=C(c1ccccc1Cl)N1CCC(c2n[nH]c(=O)n2-c2ccccc2)CC1 ?
SNCA viab count: 5%; 3T3 cytotox: inconclusive; IP6K1 inhibitor: -5; FLuc inh: -7%; SNCA expr inh: 3%; GPT2 inhibitor: inconclusive; HEK cytotox: -1%

What do the screens show for `c1cc(-c2nc3c(c(NCc4cn5c(n4)SCC5)n2)CCNCC3)ccn1`?
SNCA viab count: -5%; 3T3 cytotox: inconclusive; IP6K1 inhibitor: 10; FLuc inh: -3%; SNCA expr inh: 15%; GPT2 inhibitor: inactive; HEK cytotox: 20µM*

How did Cc1noc(-c2ccc(N3CCC(CN4CCCC4=O)CC3)nc2)n1 do in these assays?
SNCA viab count: -11%; 3T3 cytotox: inconclusive; IP6K1 inhibitor: -6; FLuc inh: -7%; SNCA expr inh: 56%[activator]; GPT2 inhibitor: inactive; HEK cytotox: -35%

Results for CCc1ccc(-c2nn(CC(=O)NC3CCCCC3)c3c2cnc2ccc(C)cc23)cc1 ?
SNCA viab count: -4%; IP6K1 inhibitor: -7; SNCA expr inh: 14%

Results for CCn1c2ccccc2c2cc(CN3CCN(Cc4ccc(OC)c(OC)c4)CC3)ccc21 ?
SNCA viab count: -9%; IP6K1 inhibitor: -18; SNCA expr inh: 5%

What do the screens show for `Cc1ccc(NC(=O)C2CCC(CNS(=O)(=O)c3ccc4c(c3)C(C)(C)C(=O)N4C)CC2)cc1` (stereo not drawn)?
SNCA viab count: -1%; IP6K1 inhibitor: -3; SNCA expr inh: -1%

How did CCNC(=O)[C@@H]1C[C@H](NC(=O)Cc2ccccc2F)CN1C1CCOCC1 do in these assays?
SNCA viab count: -19%; 3T3 cytotox: -7%; IP6K1 inhibitor: 4; FLuc inh: -6%; SNCA expr inh: 4%; GPT2 inhibitor: -1%; HEK cytotox: -15%

What do the screens show for `COc1ccc(OC)c(Nc2ncncc2-c2nc(-c3ccccc3)no2)c1`?
SNCA viab count: -3%; 3T3 cytotox: -17%; IP6K1 inhibitor: -12; FLuc inh: 0%; SNCA expr inh: -5%; GPT2 inhibitor: inactive; HEK cytotox: -7%

What do the screens show for `CO/S(=N\S(=O)(=O)c1ccc(Cl)cc1)c1ccc([N+](=O)[O-])cc1` (stereo not drawn)?
SNCA viab count: 7%; SNCA expr inh: -4%; GPT2 inhibitor: -12%

Results for CCCc1cc(C)[nH]c(=O)c1CNC(=O)c1cc(-c2ccnc(N3CCN(C)CC3)c2)cc2c1cnn2C(C)C ?
SNCA viab count: -25%; IP6K1 inhibitor: 20; GPT2 inhibitor: inconclusive

What do the screens show for `Cc1cccc([C@H]2C[C@@H](O)[C@@H](O)[C@@H]2NS(C)(=O)=O)c1`?
SNCA viab count: 14%[87.6 µM]; 3T3 cytotox: inactive; IP6K1 inhibitor: 14; FLuc inh: -4%[230 µM]; SNCA expr inh: 0%[87.6 µM]; GPT2 inhibitor: inactive; HEK cytotox: inactive

Looked up one by one from above (2):
What do the screens show for `Cc1ccc(NC(=O)C2CCC(CNS(=O)(=O)c3ccc4c(c3)C(C)(C)C(=O)N4C)CC2)cc1` (stereo not drawn)?
SNCA viab count: -1%; IP6K1 inhibitor: -3; SNCA expr inh: -1%

How did COCCN1CCC(N2CCN(S(=O)(=O)c3ccccc3C)CC2)C1=O (stereo not drawn) do in these assays?
SNCA viab count: 4%; 3T3 cytotox: 1%; IP6K1 inhibitor: 11; FLuc inh: -5%; SNCA expr inh: -11%; GPT2 inhibitor: -12%; HEK cytotox: -2%
